N370S GC – qHTS Assay for Inhibitors and Activators of N370S glucocerebrosidase as a Potential Chaperone Treatment of Gaucher Disease; Potency, µM (highest dose often 59.4 µM), inactives show top-dose activity change, negative = inhibition, hits mostly inhibitors; N370S GC spleen homogenate, 4MU-glucoside fluorescence; 330,000 compounds, 0.092% hits; Lysosomal acid glucosylceramidase (Homo sapiens), P04062; active means well fitted inhibition curve with a large enough effect; inconclusive means small, poorly fitted or top-dose-only effect, or effect the other way, or another doubt; inactive means no such curve, though single readings can be large or run the other way;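 further: 0% = full enzyme activity and -100% = no enzyme basal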
Starred values were filed as active, the others as inactive; ? = inconclusive; & = joins results of further samples; [ ] = another dose, or the depositor's remark. Potency means the concentration at half of the fitted maximal effect. This is a subset; the hit share may differ from the screen's.

CCCOc1ccc(C2C(C(=O)c3ccc(C)o3)=C(O)C(=O)N2Cc2cccnc2)cc1 (stereo not given)
  N370S GC: 17%

CCOC(=O)C1CCN(Cc2ccccn2)CC1
  N370S GC: -6%

COc1cccc([C@@H]2Oc3ccc(OC)cc3/C(=N/O[C@@H](C)c3cc(-c4c(C)cc(C)cc4C)no3)[C@@H]2O)c1
  N370S GC: 4%[12.8 µM]

O=C(CSc1ccccn1)Nc1ccc2ccccc2c1
  N370S GC: 0%

Cc1c2c(c(O)c3c(O)cccc13)C(=O)O[C@H]2C1C(N(C)C)C(O)=C(C(N)=O)C(=O)[C@H]1O (stereo not given in full)
  N370S GC: -13%

COc1cc(C2CC(=O)Oc3c(C(C)C)ccc(C)c32)cc(OC)c1OC (stereo not given)
  N370S GC: -3%[89.1 µM]

CCCCCC(=O)Nc1cccc(C2=NOC3(C2)C[C@H](C(N)=O)N(C(=O)CC#N)C3)c1 (stereo not given in full)
  N370S GC: -5%

COc1cc(/C=N/Nc2nc(N3CCCCC3)nc(N3CCCCC3)n2)ccc1OC(=O)c1ccco1
  N370S GC: 3%

c1ncc(CCCC2CCNCC2)[nH]1
  N370S GC: 0%

O=C1CCC=C1C(O)c1ccc2c(c1)OCO2 (stereo not given)
  N370S GC: 11%

Random excerpt: two compounds from above, in no set order.
COc1cc(/C=N/Nc2nc(N3CCCCC3)nc(N3CCCCC3)n2)ccc1OC(=O)c1ccco1
  N370S GC: 3%

O=C1CCC=C1C(O)c1ccc2c(c1)OCO2 (stereo not given)
  N370S GC: 11%

Next section.
CC(=O)c1ccc(-c2ccccc2[C@H]2[C@H]3C=CC[C@@H](C)[C@@H]3C(=O)N2Cc2ccccc2)cc1
  N370S GC: 18%

CC1=C(/C=C/C(C)=C/C=C/C(C)=C/C=O)C(C)(C)CCC1
  N370S GC: -3%

COc1ccccc1C1(O)CCN(CCCn2c3ccccc3c3ccccc32)CC1
  N370S GC: -10%

COc1cc(-c2nn3c(-c4ccccn4)nnc3s2)cc(OC)c1OC
  N370S GC: -4%

COc1ccc(Nc2nc(Cl)c(C=O)s2)cc1
  N370S GC: 19%

CO[C@H]1COC(=O)[C@H](C)NC(=O)C/C=C\[C@@H](C)[C@@H](NS(=O)(=O)c2ccc(C)cc2)COC(=O)C/C=C\[C@@H]1C
  N370S GC: 5%[12.8 µM]

COC(=O)n1c(=S)oc2cc(Cl)ccc21
  N370S GC: -7%

CCN(CC)c1ncnc2c1sc1nc(N3CCOCC3)c3c(c12)CCC3
  N370S GC: 7%

C=CCC1(O)CCOc2ccccc21 (stereo not given)
  N370S GC: 1%

CC(C)C[C@H](N)C(=O)N[C@H](C(=O)N[C@@H](CCCN=C(N)N)C(=O)N[C@H](CS)C(=O)NCC(=O)N[C@@H](CCCCN)C(=O)N[C@@H](Cc1cnc[nH]1)C(=O)N[C@@H](CO)C(=O)N[C@@H](CCCN=C(N)N)C(=O)O)C(C)C
  N370S GC: -4%

An excerpt from above in order of length of the SMILES, rising:
COc1ccc(Nc2nc(Cl)c(C=O)s2)cc1
  N370S GC: 19%

CC1=C(/C=C/C(C)=C/C=C/C(C)=C/C=O)C(C)(C)CCC1
  N370S GC: -3%

COc1ccccc1C1(O)CCN(CCCn2c3ccccc3c3ccccc32)CC1
  N370S GC: -10%

The listing continues:
CC1CCCN(C(=O)Cn2nnc(-c3ccc([N+](=O)[O-])cc3)n2)C1 (stereo not given)
  N370S GC: -14%

Cc1ccc(-n2c(SCC3CNC(=O)O3)nnc2-c2ccccc2)cc1C (stereo not given)
  N370S GC: -16%

N#C/C(=C\c1cn(Cc2ccccc2C#N)c2ccccc12)C(=O)NCc1cccs1
  N370S GC: -21%

COc1cccc([C@@H]2Oc3ccc(Br)cc3C(=O)[C@H]2OC(=O)N[C@H](C)C2CCCCC2)c1
  N370S GC: 0%

Cc1cc(C)cc(NC(=O)c2snc3c(=O)[nH]cnc23)c1
  N370S GC: -7%

CC(=O)OCC1OC(C#Cc2ccc(Br)cc2)C=CC1OC(C)=O (stereo not given)
  N370S GC: -4%[12.8 µM]

COC(=O)[C@@]1(Cc2ccccc2)[C@H]2c3cc(C(=O)N4CCCC4)n(Cc4nc5ccccc5[nH]4)c3C[C@H]2CN1C(=O)c1ccccc1
  N370S GC: -16%

O=C1NC(=O)c2cc(Nc3ccc(F)cc3)c(Nc3ccc(F)cc3)cc21
  N370S GC: -8%&-3%

C=CC[C@@H]1C=C[C@H](O/N=C\[C@@H](C)[C@H](OCc2ccccc2)C(C)C)[C@H](CO)O1
  N370S GC: -7%[12.8 µM]

Cc1ccccc1C[C@H](C(=O)O)N1C(=O)c2ccc(C(=O)O)cc2C1=O
  N370S GC: 2%

CSCC[C@H](NC(=O)[C@H](CC(C)C)NC(=O)CCNC(=O)[C@@H](NC(=O)[C@H](Cc1ccccc1)NC(=O)[C@H](CO)NC(=O)[C@@H](N)CC(=O)O)C(C)C)C(N)=O
  N370S GC: -1%

N#CCCCS(=O)(=O)c1ccccc1
  N370S GC: -5%

CCCCc1nc2c(c3c1C[C@H](C)OC3)CN(C(=O)c1cccnc1)CC2
  N370S GC: -7%[12.8 µM]

CCN(CC)S(=O)(=O)c1ccc(C(=O)N2CCN(CCN3C(=O)c4cccc5cccc(c45)C3=O)CC2)cc1
  N370S GC: 1%

CCCC[C@@H](NC(=O)[C@@H](Cc1cn(C(=O)OC)c2ccccc12)NC(=O)[C@H](CC(C)(C)C)NC(=O)N1[C@H](C)CCC[C@@H]1C)C(=O)O
  N370S GC: 0%

CC1(OC(=O)c2ccc(Cl)nc2)C(=O)C=C2C=C(C3CC3)OC=C2C1=O (stereo not given)
  N370S GC: -5%

O=C(Nc1ccc(F)c(Cl)c1)Nn1cnnc1
  N370S GC: 3%

CCC/C=C(\CCC)C(NS(=O)(=O)CC12CCC(CC1=O)C2(C)C)c1ccc(C(=O)OC)cc1 (stereo not given)
  N370S GC: 22%

CCOC(=O)N/N=C1/C[C@@H](O)[C@@H](O)[C@@H]2[C@@H]3C(=O)N(CC)C(=O)[C@H]3CC[C@H]12
  N370S GC: 2%[12.8 µM]

CC(C)Cn1nnnc1S(=O)(=O)Cc1cccc(C#N)c1
  N370S GC: -11%

Among those listed so far, 2 have an aryl thioether with sulfur outside any ring:
O=C(CSc1ccccn1)Nc1ccc2ccccc2c1
  N370S GC: 0%

Cc1ccc(-n2c(SCC3CNC(=O)O3)nnc2-c2ccccc2)cc1C (stereo not given)
  N370S GC: -16%

Following part.
COC(=O)c1ccc(C(NC(=O)OCc2ccccc2)/C(C)=C/[C@@H](C)C(=O)NC2CCCCC2)cc1 (stereo not given in full)
  N370S GC: 6%

CC(C)[C@@H](CC(=O)N[C@@H]1CCNC[C@H]1C(=O)N[C@H](CC(=O)N[C@@H](CCC(=O)O)CC(=O)O)Cc1c[nH]c2ccccc12)NC(=O)C[C@H](CO)NC(=O)[C@@H]1CNCC[C@H]1N
  N370S GC: 1%

CCOC(=O)[C@H](Cc1ccc(O)cc1)NC(=O)c1ccccc1
  N370S GC: -3%

COCC1C2CC[C@H]3C(OCc4ccc(F)cc4C(F)(F)F)OC[C@]4(C)[C@H]3C2=C(CN4C(=O)OC(C)(C)C)[C@H](C)C1COC (stereo not given in full)
  N370S GC: -6%

C[C@H]1Cc2c(-c3ccccc3)nc3c(c2CO1)CN(C(=O)C1CC1)CC3
  N370S GC: -6%[12.8 µM]

O=C1C2=CC[C@H]3C(=O)N(Cc4ccccc4)C(=O)[C@@H]3[C@@H]2[C@H](O)[C@@H]2O[C@H]12
  N370S GC: 7%[12.8 µM]

O=C(O)/C=C\c1ccc(Cn2ccnc2)cc1
  N370S GC: 5%[21.6 µM]

CCCCCCCN
  N370S GC: 4%

c1ccc(-c2cc(-c3nc(-c4cccnc4)no3)c3ccccc3n2)cc1
  N370S GC: 1%

CCC1OC(=O)C(C)[C@@H](O[C@H]2C[C@@](C)(OC)C(O)C(C)O2)C(C)[C@@H](O[C@@H]2OC(C)CC(N(C)C)C2O)[C@@](C)(O)CC(C)C(=O)[C@@H](C)C(O)[C@]1(C)O (stereo not given in full)
  N370S GC: -1%

Following part.
SMILES | N370S GC
NC[C@@H]1O[C@H](O[C@@H]2[C@H](O[C@@H]3O[C@H](CO)[C@@H](COC[C@H]4O[C@@H](CN)[C@@H](O)[C@@H](O)[C@@H]4N)[C@@H]3O)[C@@H](O)[C@@H](N)C[C@H]2N)[C@@H](N)[C@H](O)[C@@H]1O | -3%[21.6 µM]
O=C1COc2ccc(N3C(=O)c4ccccc4C3=O)cc2N1 | 0%
C#CCOCCOCCOCCNc1nc(N2CCN(C(=O)[C@H](Cc3ccc(O)cc3)n3cc([C@@H](N)CC(C)C)nn3)CC2)nc(N2CCN(C(=O)[C@H](Cc3ccc(O)cc3)n3cc([C@@H](N)CC(C)C)nn3)CC2)n1 | 0%
CCCCC/C=C\C/C=C\C/C=C\CCCCC(N)=O | -3%
O=C(O)C(Cc1ccc2c(c1)oc1ccccc12)NCP(=O)(O)O (stereo not given) | 1%
CCCCCCC(=O)Cc1cc(OC)c(OC)cc1C=C(C(=O)OCC)C(=O)OCC | -1%[12.8 µM]
Nc1nn(-c2ccccc2)nc1C(=O)OCc1ccccc1F | 8%
CC(C)[C@@H](CC(=O)N[C@@H]1CCNC[C@H]1C(=O)N[C@H](CC(=O)N[C@@H](CCC(=O)O)CC(=O)O)Cc1ccccc1)NC(=O)C[C@H](Cc1ccccc1)NC(=O)[C@@H]1CNCC[C@H]1N | 9%
CCCCNC(=O)C(c1ccc(OCC(=O)OC)c(C(=O)OC)c1)N(Cc1ccccn1)C(=O)CCCCCN1C(=O)NC(c2ccc(-c3ccccc3)cc2)C(C(=O)OCc2ccccc2)=C1C (stereo not given) | -8%
Cc1ccccc1OCC(O)Cn1c(NCCN(C)C)nc2c1c(=O)n(C)c(=O)n2C (stereo not given) | 8%
CC(C)C[C@@H](CC(=O)N[C@H](CC(=O)N[C@@H]1CCNC[C@H]1C(=O)N[C@H](CC(=O)N[C@@H](CCC(=O)O)CC(=O)O)Cc1ccccc1)C(C)C)NC(=O)[C@@H]1CCCC[C@H]1N | -9%
Cc1ccccc1N(CC(=O)NC(C)(C)C)C(=O)c1ccc(-c2ccccc2)[nH]1 | -13%
COC(=O)[C@@]1(Cc2ccccc2)[C@H]2c3cc(C(=O)N4CCCC4)[nH]c3C[C@H]2CN1C(=O)c1ccccc1 | 0%
O=Cc1ccc(OC2C=CC(C#Cc3ccccc3)OC2CO)cc1 (stereo not given) | 1%[12.8 µM]
O=C(N/N=C/c1ccc(Cl)cc1Cl)C1CCN(c2ncc(C(F)(F)F)cc2Cl)CC1 | -1%
CC1(OC(=O)c2ccco2)C(=O)C2=COC(C3CC3)=CC2=C(Br)C1=O (stereo not given) | 1%
O=C(CNC(=O)c1cccs1)NCCN1CCC(Cc2ccccc2)CC1 | 6%
CCOC(=O)c1cccc(NC(=O)Cn2c(CC(=O)N3CCCC3)nc3ccccc32)c1 | 3%
COC(=O)C(C(=O)OC)C1c2ccccc2C=C(C2CC2)N1C(=O)OC (stereo not given) | -3%
O=C(NC1CCCCC1)C(=O)N(Cc1cccnc1)C(C(=O)NCc1ccco1)c1ccccc1 (stereo not given) | -8%
COC(=O)c1ccc(C(NC(=O)OCc2ccccc2)/C(F)=C/[C@@H](C)C(=O)NCc2cc(C)on2)cc1 (stereo not given in full) | 2%
Cc1ccc(S(=O)(=O)COCCN2CCN(S(=O)(=O)c3ccc(C)cc3)CCC2=O)cc1 | 5%
COC(=O)C(=C/C=C/N1CCOCC1)C(=O)OC | -18%
O=C(Nc1ccccn1)c1ccc2nc(-c3ccccc3)c(-c3ccccc3)nc2c1 | -2%
Cc1cc(F)ccc1OC1C=CC(c2ccc3c(c2)OCO3)OC1CO (stereo not given) | 4%[12.8 µM]
C=CCC1CCC(=O)N2CCCC12 (stereo not given) | -6%[136 µM]
CC[C@H](C)[C@H](NC(=O)[C@H](C)NC(=O)CNC(=O)[C@H](CCCCN)NC(=O)[C@H](CC(N)=O)NC(=O)[C@H](CO)NC(=O)CN)C(=O)N[C@H](C(=O)NCC(=O)N[C@@H](CC(C)C)C(=O)N[C@@H](CCSC)C(=O)O)[C@@H](C)CC | -2%
Nc1ncnc2c1ncn2[C@@H]1O[C@@H](CO)[C@H](O)[C@H]1O | 11%[21.6 µM]
O=C(Nc1ccc(O)c2c(=O)cc(-c3ccccc3Cl)oc12)c1ccc(Br)cc1 | -6%
Cc1cc(C)cc(NC(=O)CSc2ncc(S(=O)(=O)c3ccccc3)c(=O)[nH]2)c1 | ?
COc1ccc(Cn2c(-c3ccc(OC)cc3)nc3c(c(=O)c4ccccc4n3C)c2=O)cc1 | -5%
COc1ccc(C2=CC3=C(Br)C(=O)C(C)(OC(=O)CCc4ccccc4)C(=O)C3=CO2)cc1 (stereo not given) | 11%
NC(=O)c1nsc(C(=O)N(CC(=O)NC2CCCC2)c2cnc3ccccc3c2)c1N | -8%
O=C(O)Cc1ccc(NC(=O)C2CC=CCC2C(=O)O)cc1 (stereo not given) | 3%
Cc1ccc(C)n1-c1cccc(C(=O)O)c1 | -2%
CCn1c(CSc2nnc(-c3cccnc3)n2-c2ccccc2C)nc2cc(C(=O)O)ccc21 | 6%
CCOC(=O)N/N=C(/C)c1ccc([N+](=O)[O-])o1 | 4%
CCOc1ccc2nc(Cl)c(C3CC(c4ccccc4)=NN3C(=O)c3ccco3)cc2c1 (stereo not given) | -7%
CCc1c2c(nc3ccc(OC)cc13)OC(C)C2 (stereo not given) | 3%
COc1ccc(N2CCN(C(=O)Cn3c(=O)[nH]c4ccccc4c3=O)CC2)cc1 | 12%
COC(=O)c1c(NC(=O)CN2CCN(c3ccccc3OC)CC2)c2c(C)cccc2n1C | -6%
COc1ccc([C@]23Cc4cc(OC)c(OC)cc4C(O2)c2c(cc(C)oc2=O)O3)cc1 | 1%[12.8 µM]

A different layout for part of the listing above:
N370S GC	smiles
0%	COC(=O)[C@@]1(Cc2ccccc2)[C@H]2c3cc(C(=O)N4CCCC4)[nH]c3C[C@H]2CN1C(=O)c1ccccc1
1%[12.8 µM]	O=Cc1ccc(OC2C=CC(C#Cc3ccccc3)OC2CO)cc1 (stereo not given)
